BoNT F protease: BoNT/F light chain protease inhibitors, primary screen, biochemical, flow cytometry, MLPCN library; hit rate 0.22% among 360,000; inhibition, % at 10 µM; Multiplex microsphere protease cleavage assay; Botulinum neurotoxin type F light chain protease (Clostridium botulinum); AID 588497, 2011; in the data active = inhibition above about 35%, passing the limit was not always enough; also: plate controls were buffer without enzyme for full effect and enzyme alone for no effect
MazF activator: activators of E. coli MazEF toxin-antitoxin RNase, primary screen, biochemical, fluorescence, uHTS; Endoribonuclease toxin MazF (Escherichia coli (strain K12)), P0AE70; hit rate 0.32% among 350,000; FAM/BHQ RNA-DNA oligo cleavage fluorescence, 5 h; activation, % at 20 µM; in the data active = activation above about 50%
Target sequence (P0AE70 whole entry, looked up): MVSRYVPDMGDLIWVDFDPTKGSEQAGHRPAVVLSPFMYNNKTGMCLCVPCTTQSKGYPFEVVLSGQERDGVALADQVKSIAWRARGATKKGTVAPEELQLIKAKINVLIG
UGM FP inh: M. tuberculosis UGM enzyme inhibitors, primary screen, biochemical, fluorescence polarization, single point | AID 504406, 2011 | hit rate 0.06% among 320,000 | inhibition, % at 10 µM | UDP-galactopyranose mutase (Mycobacterium tuberculosis (strain ATCC 25618 / H37Rv)), … | purified UGM, fluorescence polarization probe displacement; in the data active = inhibition above about 10%, passing the limit was not always enough
Target sequence (P9WIQ1 whole entry, looked up): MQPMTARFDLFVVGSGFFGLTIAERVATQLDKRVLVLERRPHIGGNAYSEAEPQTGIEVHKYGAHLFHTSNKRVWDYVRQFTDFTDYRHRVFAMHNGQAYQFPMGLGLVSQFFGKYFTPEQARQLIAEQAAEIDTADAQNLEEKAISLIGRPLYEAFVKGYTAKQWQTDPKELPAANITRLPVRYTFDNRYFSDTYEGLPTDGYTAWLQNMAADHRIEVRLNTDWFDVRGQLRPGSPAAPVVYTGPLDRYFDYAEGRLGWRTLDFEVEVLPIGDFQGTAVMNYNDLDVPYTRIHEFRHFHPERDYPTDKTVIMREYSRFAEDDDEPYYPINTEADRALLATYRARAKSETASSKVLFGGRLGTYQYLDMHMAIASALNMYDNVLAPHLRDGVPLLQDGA
FBA Mtb inh: Mtb FBA enzyme inhibitors, primary screen, biochemical, fluorescence, strain H37Rv. hit rate 2.3% among 360,000. inhibition, % at 1 µM. purified M. tuberculosis FBA, fluorescence read-out. Fructose-bisphosphate aldolase (Mycobacterium tuberculosis (strain ATCC 25618 / H37Rv)), …; in the data active = inhibition above about 27%;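 also: 0% = vehicle and 100% = reference inhibitor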
Rv3671c protease: Rv3671c serine protease inhibitors, primary screen, biochemical, fluorescence polarization, M. tuberculosis H37Rv; hit rate 0.048% among 320,000; inhibition, % at 5.96 µM; P9WHR9; AID 2606, 2010; in the data active = inhibition above about 38%;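 also: extracellular domain of Rv3671c used as enzyme; 0% = enzyme with DMSO and 100% = no enzyme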
Target sequence (P9WHR9 whole entry, looked up, the tested form may be a part): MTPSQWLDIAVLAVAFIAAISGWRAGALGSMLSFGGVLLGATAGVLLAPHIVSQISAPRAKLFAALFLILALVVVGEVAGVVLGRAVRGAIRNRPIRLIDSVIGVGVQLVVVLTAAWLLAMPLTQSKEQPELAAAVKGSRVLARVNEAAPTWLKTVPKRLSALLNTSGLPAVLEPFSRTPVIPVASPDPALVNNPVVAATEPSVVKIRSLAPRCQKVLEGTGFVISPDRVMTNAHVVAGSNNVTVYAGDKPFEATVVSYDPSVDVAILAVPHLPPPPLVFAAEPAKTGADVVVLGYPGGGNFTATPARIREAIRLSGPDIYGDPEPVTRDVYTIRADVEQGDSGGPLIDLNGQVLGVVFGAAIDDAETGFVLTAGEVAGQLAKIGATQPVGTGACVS
Mtb BioA inh: M. tuberculosis BioA enzyme inhibitors, primary screen, biochemical, plate reader, single point, HTS | purified M. tuberculosis BioA enzyme | inhibition, % at 9.99 µM | hit rate 0.096% among 360,000 | AID 602481, 2012; in the data active = inhibition above about 40%
PrPC surface inh: inhibitors of human cell surface prion protein PrPC, primary screen, cell-based, TR-FRET. Major prion protein (Homo sapiens), P04156. TR-FRET read-out. inhibition, % at 13.8 µM. hit rate 0.43% among 370,000. AID 720596, 2013; in the data active = inhibition above about 24%; also: 0% = median of the test wells and 100% = reference compound wells
FadD28 binding: inhibitors of FadD28 bisubstrate probe binding, primary screen, biochemical, fluorescence polarization, single point. inhibition, % at 12.5 µM. hit rate 0.22% among 360,000; in the data active = inhibition above about 8.5%, passing the limit was not always enough
GDH-TPI counter: GDH-TPI coupling enzyme inhibitors, primary screen, artefact control for M. tuberculosis FBA inhibitor project, biochemical, absorbance, full deck | GDH-TPI coupled enzyme counterscreen, NADH absorbance | inhibition, % at 4.8 µM | hit rate 1.2% among 360,000; in the data active = inhibition above about 30%;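 also: 0% = DMSO wells and 100% = wells lacking the enzyme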
* hit, by the source's call; · = no result given.

SMILES	BoNT F protease	MazF activator	UGM FP inh	FBA Mtb inh	Rv3671c protease	Mtb BioA inh	PrPC surface inh	FadD28 binding	GDH-TPI counter
COc1ccc(C2(C(=O)NC(C)C)CCCC2)cc1OC	-0.4	0.4	-2.2	1.7	8.7	·	-1.1	-0.6	17.9
COc1ccc(C(c2nnnn2CC2CCCO2)N2CCN(c3ccc(F)cc3)CC2)cc1 (stereo not given)	-6.9	-2.3	1.8	-1.4	-5.0	1.7	-6.1	-3.6	-2.5
CC(=O)c1cccc(N(C(=O)Cn2nnc3ccccc32)C(C(=O)NCc2ccccc2)c2ccccn2)c1 (stereo not given)	-0.2	-1.2	2.1	-1.3	-1.0	0.2	7.4	-0.8	2.2
CCOC(=O)c1c(C)[nH]c(C(=O)C(C)N2CCCC2)c1C (stereo not given)	0.9	10.5	0.0	2.9	-0.5	·	12.9	-0.7	3.9
O=C1NCCCCC1NS(=O)(=O)c1ccccc1 (stereo not given)	-7.5	14.4	2.7	-5.5	2.8	·	3.8	-2.4	5.2
COC(=O)c1ccc(COc2nc(C)cc(C)c2C#N)o1	3.9	-11.4	1.0	1.8	-14.2	0.3	3.2	-2.7	8.3
CC(=O)c1ccc(NC(=O)C(C)Sc2n[nH]c(-c3cccnc3)n2)cc1 (stereo not given)	-23.6	7.6	-1.1	1.2	-3.3	1.8	-2.0	0.6	-4.4
CN(CC(=O)Nc1ccc(F)c(F)c1F)C(=O)Cc1ccc(S(=O)(=O)N2CCOCC2)s1	-8.2	2.1	·	-1.4	·	0.5	0.2	-2.3	-4.5
COc1ccc(OC)c(NC(=O)CSc2nnc3ccc(-c4ccccn4)nn23)c1	14.9	-9.1	·	1.3	10.2	-1.4	-5.0	-0.7	2.8
CCOC(=O)C(C(=O)OCC)c1c([N+](=O)[O-])c(=O)n2c3c(cccc13)CCC2	13.1	9.3	0.8	0.6	-8.6	1.7	2.4	-1.9	11.2
Cc1cccc(C)c1NC(=O)CCCN1C(=O)C(c2ccccc2)Oc2cccnc21 (stereo not given)	-0.6	6.2	2.2	5.1	7.7	-0.6	-3.9	-0.8	6.6
COc1ccc(C)cc1N(CC(=O)N1CCOCC1)S(C)(=O)=O	35.7*	6.7	2.0	1.4	6.6	-0.3	2.5	-0.6	5.1
CCCCCC(NC(=O)C1CCN(C(=O)[C@@H](NS(=O)(=O)c2ccc(C)cc2)C(C)C)CC1)C(=O)O (stereo not given in full)	-2.2	-2.8	0.9	4.5	-2.8	-1.2	-6.9	0.2	6.9
O=C1CCCCC(=O)N(c2ccccc2)c2ccccc21	0.7	-5.9	-2.1	-2.0	0.4	-0.6	-4.4	-0.6	-5.1
O=C(NCCN1CCN(Cc2ccccc2)CC1)c1cc2c(=O)[nH]c3ccccc3c2s1	-14.3	-15.3	-1.9	47.8*	-15.5	0.8	-6.5	-4.0	24.2
ClCc1ncc(-c2ccc(Cl)cc2)o1	-1.9	7.2	-1.1	0.2	12.1	·	10.5	-1.6	15.5
Cc1ccc(NC(=O)Nc2cccnc2)cc1NC(=O)Nc1cccnc1	10.5	-11.4	-0.6	-1.1	-64.6	2.0	7.8	-1.9	2.6
Cc1ccc(OCC(O)CNS(=O)(=O)c2ccccc2C(=O)O)cc1 (stereo not given)	-23.5	3.8	1.9	6.3	5.5	0.6	-1.9	-0.5	5.3
CCN(C[C@H]1N[C@@](CC)(C(=O)OC)[C@H]2C(=O)N(C)C(=O)[C@@H]12)C(=O)Nc1ccc(C(F)(F)F)cc1	1.3	-3.3	-1.3	-2.0	-1.2	0.7	-0.9	-3.7	-5.5
O=C(COC(=O)C1CCC1)NCc1ccccc1	1.2	-2.2	2.3	0.9	0.0	-0.6	-0.4	-2.9	-3.2
NS(=O)(=O)c1ccc(CCNC(=O)c2ccco2)cc1	-0.6	2.6	3.0	4.6	5.0	·	-4.4	0.8	6.8
CCC(C)(C(=O)NC1CCCC1)N(C(=O)c1ccccn1)c1ccccc1 (stereo not given)	0.0	-2.3	2.3	-0.1	-5.7	-0.2	0.3	2.3	-2.4
CN(/C=C/c1c([N+](=O)[O-])c(=O)n(C)c(=O)n1C)c1ccccc1	0.1	15.3	2.6	0.6	6.6	-0.6	-2.7	-0.4	3.1
Cc1nc2c(O)cccc2cc1CO	6.1	4.1	2.0	-2.3	-3.6	-2.1	-3.2	·	-2.1

Individual results from the results shown:
`CCC(C)(C(=O)NC1CCCC1)N(C(=O)c1ccccn1)c1ccccc1` (stereo not given) in UGM FP inh is listed with 2.3
`CCOC(=O)c1c(C)[nH]c(C(=O)C(C)N2CCCC2)c1C` (stereo not given) in GDH-TPI counter is listed with 3.9
`COc1ccc(C(c2nnnn2CC2CCCO2)N2CCN(c3ccc(F)cc3)CC2)cc1` (stereo not given) in GDH-TPI counter is listed with -2.5

Following part
SMILES	BoNT F protease	MazF activator	UGM FP inh	FBA Mtb inh	Rv3671c protease	Mtb BioA inh	PrPC surface inh	FadD28 binding	GDH-TPI counter
CCC1CCc2c(sc(N)c2C(N)=O)C1 (stereo not given)	-2.4	1.7	-2.5	-1.7	2.4	1.4	-4.1	0.9	6.5
CC(C)c1ccc(C2OCC(C)([N+](=O)[O-])CO2)cc1 (stereo not given)	-1.5	-2.0	·	4.5	·	0.0	-8.9	-3.1	2.6
O=C(c1cc2nc(-c3ccco3)cc(C(F)(F)F)n2n1)N1CCCc2ccccc21	-8.7	-4.4	-1.8	-2.5	0.8	-1.2	-7.9	-1.1	3.1
COc1ccccc1CNC(=O)CSc1nnc2ccc(-c3cccnc3)nn12	-1.1	4.8	-0.6	-2.3	5.4	-2.6	-12.9	-0.1	-1.2
CC12CCCCC1=CC(=O)CC2 (stereo not given)	-7.9	9.1	·	0.3	·	-2.2	-1.2	-4.2	4.4
O=C(COC(=O)c1cc(=O)[nH]c2ccc(Br)cc12)c1ccccc1	6.0	6.9	-1.0	-2.4	-12.9	·	-4.8	-4.8	10.5
COc1ccc(/C=N/NC(=O)C2(O)c3ccccc3-c3ccccc32)cc1	-3.5	8.5	0.1	-1.8	-8.7	-1.3	-1.0	-1.4	4.1
CCSc1nc2ccccc2n1C(=O)c1ccc(S(=O)(=O)N2CCCCCC2)cc1	0.3	0.1	-2.0	-0.8	-4.2	·	3.8	0.3	11.7
CCOC(=O)c1sc(/N=C/c2c(O)n(-c3ccccc3)c(=O)[nH]c2=O)c(C#N)c1C	-1.3	-5.4	3.5	-0.8	-2.6	-2.0	-4.1	0.7	14.6
Cc1c(C(=O)NC(C)c2ccccc2)c(-c2ccccc2)nn1-c1ccccc1 (stereo not given)	1.1	12.2	-1.7	0.1	-4.3	-1.8	7.0	-1.5	4.3
CCCCn1c(N)c(N(CC(C)C)C(=O)c2cccc(-n3cnnn3)c2)c(=O)[nH]c1=O	-1.5	-2.7	3.0	-2.0	-3.3	-0.5	5.5	-2.6	-1.4
COC(=O)c1c(C)oc2ccc(OC(=O)N3CCOCC3)cc12	12.4	-1.2	0.4	-0.2	2.7	-1.2	-3.5	-2.3	8.9

Four entries from above, in markdown.
| molecule | BoNT F protease | MazF activator | UGM FP inh | FBA Mtb inh | Rv3671c protease | Mtb BioA inh | PrPC surface inh | FadD28 binding | GDH-TPI counter |
| --- | --- | --- | --- | --- | --- | --- | --- | --- | --- |
| O=C(COC(=O)C1CCC1)NCc1ccccc1 | 1.2 | -2.2 | 2.3 | 0.9 | 0.0 | -0.6 | -0.4 | -2.9 | -3.2 |
| NS(=O)(=O)c1ccc(CCNC(=O)c2ccco2)cc1 | -0.6 | 2.6 | 3.0 | 4.6 | 5.0 | · | -4.4 | 0.8 | 6.8 |
| CCC(C)(C(=O)NC1CCCC1)N(C(=O)c1ccccn1)c1ccccc1 (stereo not given) | 0.0 | -2.3 | 2.3 | -0.1 | -5.7 | -0.2 | 0.3 | 2.3 | -2.4 |
| CN(/C=C/c1c([N+](=O)[O-])c(=O)n(C)c(=O)n1C)c1ccccc1 | 0.1 | 15.3 | 2.6 | 0.6 | 6.6 | -0.6 | -2.7 | -0.4 | 3.1 |

Next entries follow.
SMILES	BoNT F protease	MazF activator	UGM FP inh	FBA Mtb inh	Rv3671c protease	Mtb BioA inh	PrPC surface inh	FadD28 binding	GDH-TPI counter
CCOC(=O)c1[nH]ncc1CN1CCCC(C(=O)c2cccc(Cl)c2)C1 (stereo not given)	1.8	-1.2	-1.2	-0.8	4.6	0.6	-1.2	-2.0	-8.2
Cc1cccc(C)c1OCC(O)CN1CCN(c2ccccn2)CC1 (stereo not given)	-6.2	0.6	-3.5	0.6	6.2	·	-6.2	-2.9	-4.3
Nc1c(C(=O)O)sc2nc(-c3ccccc3)c3c(c12)CCCC3	-0.8	4.4	-2.9	2.1	-5.7	·	4.5	-2.2	-3.9
Cc1ccccc1Sc1c(C#N)c(-c2ccccc2)nn1C	-10.9	1.9	0.5	0.6	-4.0	-0.2	-0.9	-5.4	-5.7
C=C[C@@H]1c2ccccc2N(S(=O)(=O)c2ccc(C)cc2)[C@H](c2ccccc2C(F)(F)F)C1(C#N)C#N	-2.9	-2.5	-0.2	-0.7	1.7	-1.8	9.6	-3.1	3.5
Cn1cc(S(=O)(=O)NCC2CCCO2)c(=O)n(C)c1=O (stereo not given)	-1.9	1.7	1.8	0.7	13.1	1.1	-10.0	1.2	2.4
CC1(C)Cc2c(sc3c2C(=O)NC(c2cccnc2)N3)CO1 (stereo not given)	-8.0	2.8	1.4	17.1	-5.4	3.0	-4.9	-1.2	7.8
Cc1ccccc1OCc1nnc(SCC(=O)Nc2ccc(N3CCOCC3)c(Cl)c2)n1C	1.6	5.6	3.0	-2.4	7.4	-1.0	-0.8	-0.5	10.8
Cc1cccc(N(CC(=O)NC2CCCC2)C(=O)CCC(=O)Nc2ccccn2)c1	13.9	0.8	0.8	-5.2	-4.2	-1.7	5.7	-3.0	-7.3
CC1CCCC(NC(=O)CN2CCN(Cc3ccc(Cl)cc3)C2=O)C1C (stereo not given)	3.3	-10.8	-1.3	3.5	-0.7	-0.7	6.2	1.1	10.0
O=[N+]([O-])c1ccc(N/N=C2/CCCCC2c2ccccn2)c([N+](=O)[O-])c1 (stereo not given)	-5.6	8.0	1.2	-5.7	10.1	·	-23.7	-0.6	10.4
CN(CC(=O)Nc1cccc(F)c1)C(=O)C1=COCCO1	-6.0	3.4	1.3	-1.1	-0.8	1.1	-5.6	-3.3	-2.8

Compound profiles (already shown).
Shown for Cc1ccccc1Sc1c(C#N)c(-c2ccccc2)nn1C = BoNT F protease = -10.9; MazF activator = 1.9; UGM FP inh = 0.5; FBA Mtb inh = 0.6; Rv3671c protease = -4.0; Mtb BioA inh = -0.2; PrPC surface inh = -0.9; FadD28 binding = -5.4; GDH-TPI counter = -5.7
Shown for Nc1c(C(=O)O)sc2nc(-c3ccccc3)c3c(c12)CCCC3 = BoNT F protease = -0.8; MazF activator = 4.4; UGM FP inh = -2.9; FBA Mtb inh = 2.1; Rv3671c protease = -5.7; Mtb BioA inh = ·; PrPC surface inh = 4.5; FadD28 binding = -2.2; GDH-TPI counter = -3.9

Screens deposited in PubChem by several laboratories.
